# Pf apPOL block: Pf-apPOL DNA polymerase inhibition | Recombinant Pf-apPOL, molecular beacon fluorescence, 1.5 h | inhibition, % at 10 µM | actives 0.25% (n = 210,000) | AID 1794808
# mHTT-CaM PPI inh: disrupts binding of mutant huntingtin to calmodulin. P42858. AlphaScreen His-mHTT/GST-CaM binding, luminescence. inhibition, % at 15 µM. actives 3.6% (n = 190,000);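 also: 0% = both proteins with DMSO and 100% = one protein alone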
# Target sequence (P42858 whole entry, looked up, stated change not applied): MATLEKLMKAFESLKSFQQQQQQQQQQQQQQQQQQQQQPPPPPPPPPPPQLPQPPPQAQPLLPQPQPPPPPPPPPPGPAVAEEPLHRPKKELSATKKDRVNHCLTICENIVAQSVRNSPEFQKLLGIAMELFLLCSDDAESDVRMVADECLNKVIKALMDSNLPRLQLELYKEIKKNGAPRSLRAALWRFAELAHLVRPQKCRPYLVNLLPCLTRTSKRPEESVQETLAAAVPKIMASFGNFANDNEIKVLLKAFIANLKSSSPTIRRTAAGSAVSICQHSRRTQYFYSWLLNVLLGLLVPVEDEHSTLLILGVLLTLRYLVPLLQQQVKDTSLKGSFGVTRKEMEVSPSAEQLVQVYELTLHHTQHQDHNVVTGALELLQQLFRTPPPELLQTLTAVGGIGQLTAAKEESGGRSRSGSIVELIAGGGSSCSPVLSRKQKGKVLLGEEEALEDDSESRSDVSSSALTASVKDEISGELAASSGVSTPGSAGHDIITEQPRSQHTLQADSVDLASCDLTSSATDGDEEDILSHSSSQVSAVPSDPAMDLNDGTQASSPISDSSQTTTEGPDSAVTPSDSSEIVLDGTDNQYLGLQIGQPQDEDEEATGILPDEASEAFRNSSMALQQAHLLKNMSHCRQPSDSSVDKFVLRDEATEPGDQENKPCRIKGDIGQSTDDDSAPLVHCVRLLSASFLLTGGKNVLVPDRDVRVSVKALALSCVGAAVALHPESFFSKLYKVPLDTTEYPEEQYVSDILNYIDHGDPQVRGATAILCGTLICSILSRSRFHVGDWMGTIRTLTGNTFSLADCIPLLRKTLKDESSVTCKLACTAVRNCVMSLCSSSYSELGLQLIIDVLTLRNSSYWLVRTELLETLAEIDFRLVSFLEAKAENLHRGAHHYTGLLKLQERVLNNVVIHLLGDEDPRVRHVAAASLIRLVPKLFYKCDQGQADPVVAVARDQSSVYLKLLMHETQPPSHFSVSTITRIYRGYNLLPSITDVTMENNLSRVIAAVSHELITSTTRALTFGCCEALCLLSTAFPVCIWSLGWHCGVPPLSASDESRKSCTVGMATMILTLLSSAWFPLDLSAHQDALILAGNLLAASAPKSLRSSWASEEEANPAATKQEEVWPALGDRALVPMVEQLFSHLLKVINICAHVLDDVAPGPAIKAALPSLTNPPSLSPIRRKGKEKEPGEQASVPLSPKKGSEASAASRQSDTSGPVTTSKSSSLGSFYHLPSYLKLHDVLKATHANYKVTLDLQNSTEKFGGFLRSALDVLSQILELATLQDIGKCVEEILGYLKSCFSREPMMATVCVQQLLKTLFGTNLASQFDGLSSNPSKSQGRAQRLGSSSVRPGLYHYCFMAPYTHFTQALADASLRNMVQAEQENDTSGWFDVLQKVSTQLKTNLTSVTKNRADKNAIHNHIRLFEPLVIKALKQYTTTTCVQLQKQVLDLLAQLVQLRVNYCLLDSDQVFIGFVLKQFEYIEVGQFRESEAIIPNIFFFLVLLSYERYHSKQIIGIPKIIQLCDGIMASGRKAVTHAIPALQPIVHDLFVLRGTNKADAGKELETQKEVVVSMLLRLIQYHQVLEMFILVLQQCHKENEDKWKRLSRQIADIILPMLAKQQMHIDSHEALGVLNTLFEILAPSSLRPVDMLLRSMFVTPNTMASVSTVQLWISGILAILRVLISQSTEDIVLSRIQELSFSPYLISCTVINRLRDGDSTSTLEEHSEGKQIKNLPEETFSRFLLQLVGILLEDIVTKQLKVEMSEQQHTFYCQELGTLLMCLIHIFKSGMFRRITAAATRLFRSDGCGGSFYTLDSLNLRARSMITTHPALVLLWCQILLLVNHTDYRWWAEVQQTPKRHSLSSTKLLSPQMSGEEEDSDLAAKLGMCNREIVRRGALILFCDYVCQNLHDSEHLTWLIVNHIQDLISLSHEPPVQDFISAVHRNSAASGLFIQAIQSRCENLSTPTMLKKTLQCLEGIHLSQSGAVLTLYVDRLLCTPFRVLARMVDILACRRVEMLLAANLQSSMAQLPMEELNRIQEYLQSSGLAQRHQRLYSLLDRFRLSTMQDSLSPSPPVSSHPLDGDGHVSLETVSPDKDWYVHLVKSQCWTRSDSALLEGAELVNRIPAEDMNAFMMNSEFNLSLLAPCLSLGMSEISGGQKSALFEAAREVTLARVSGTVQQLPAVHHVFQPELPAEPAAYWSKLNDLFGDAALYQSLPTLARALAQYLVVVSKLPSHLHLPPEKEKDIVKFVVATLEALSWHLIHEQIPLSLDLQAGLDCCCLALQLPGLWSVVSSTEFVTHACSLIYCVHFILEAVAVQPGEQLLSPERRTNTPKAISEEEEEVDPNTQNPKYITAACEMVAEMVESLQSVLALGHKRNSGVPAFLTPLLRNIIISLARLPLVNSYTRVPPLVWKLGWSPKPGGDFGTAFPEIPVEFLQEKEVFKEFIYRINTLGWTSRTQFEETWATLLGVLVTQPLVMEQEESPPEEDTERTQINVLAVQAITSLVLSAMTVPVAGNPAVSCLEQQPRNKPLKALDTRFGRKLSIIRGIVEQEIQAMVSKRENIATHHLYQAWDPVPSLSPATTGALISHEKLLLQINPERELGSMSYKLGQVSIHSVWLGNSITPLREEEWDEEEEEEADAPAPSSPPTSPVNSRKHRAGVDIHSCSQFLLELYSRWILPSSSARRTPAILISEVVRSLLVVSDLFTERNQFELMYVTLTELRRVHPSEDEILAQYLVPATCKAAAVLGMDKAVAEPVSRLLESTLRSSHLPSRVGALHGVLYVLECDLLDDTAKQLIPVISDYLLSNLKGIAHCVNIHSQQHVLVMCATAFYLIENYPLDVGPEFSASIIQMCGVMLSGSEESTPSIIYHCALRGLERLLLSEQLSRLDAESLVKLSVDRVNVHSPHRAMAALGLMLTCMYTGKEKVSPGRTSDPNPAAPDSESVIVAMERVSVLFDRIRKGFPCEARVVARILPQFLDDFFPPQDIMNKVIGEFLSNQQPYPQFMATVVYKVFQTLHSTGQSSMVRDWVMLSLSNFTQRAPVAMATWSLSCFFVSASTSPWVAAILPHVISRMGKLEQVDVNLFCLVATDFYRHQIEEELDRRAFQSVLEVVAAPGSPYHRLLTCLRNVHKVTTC
# An asterisk follows results filed as active; · = no result given; & = joins results of further samples; ! = repeats disagree. Rule as the data show it: active = inhibition above about 50%; inactive = the rest.
Cc1sc2ccn(C)c(=O)c2c1C(=O)NCc1ccc(N2CCOCC2)cc1
  Pf apPOL block: 3	mHTT-CaM PPI inh: 17

COC(=O)c1ccccc1NC(=O)CSc1ncnc2nc(C)ncc12
  Pf apPOL block: -8	mHTT-CaM PPI inh: 2

COc1ccc(Nc2nc(Cl)nc(NC(C)C)n2)cc1
  Pf apPOL block: -3	mHTT-CaM PPI inh: 6

CCc1cc(C2CCCN2C(=O)Nc2ccccc2)on1 (stereo not given)
  Pf apPOL block: -4	mHTT-CaM PPI inh: -11

Cc1ccc(Nc2c(C(=O)N3CCOCC3)cnc3nc(C)ccc23)cc1
  Pf apPOL block: -2	mHTT-CaM PPI inh: -8

COc1ccc2cc3cc(C(=O)Nc4ccc(OC)c(OC)c4)oc3nc2c1
  Pf apPOL block: 7	mHTT-CaM PPI inh: 19

CCN(CC)C(=O)c1ccccc1Br
  Pf apPOL block: -11	mHTT-CaM PPI inh: -2

Cc1cc2c(c(=O)o1)C(c1ccoc1)C(C#N)=C(N)O2 (stereo not given)
  Pf apPOL block: ·	mHTT-CaM PPI inh: -5

O=C(Cc1ccc(NC(=O)c2cc(=O)c3ccccc3o2)cc1)NCc1cccs1
  Pf apPOL block: 11	mHTT-CaM PPI inh: 5

CCCNC(=O)c1cnn2c(C)c(Cc3ccc(F)cc3)c(C)nc12
  Pf apPOL block: -4	mHTT-CaM PPI inh: -1

COc1ccc(-n2nc3c(c2NC(=O)c2ccc(Cl)c([N+](=O)[O-])c2)CS(=O)(=O)C3)cc1
  Pf apPOL block: -4	mHTT-CaM PPI inh: 42

Cc1ccc(CN2C(=O)NC3(CCN(C(=O)c4ccc(C)c(F)c4)CC3)C2=O)cc1
  Pf apPOL block: -2	mHTT-CaM PPI inh: 3

O=C(CSc1nnc2ccccn12)c1ccc2c(c1)OCCO2
  Pf apPOL block: -3	mHTT-CaM PPI inh: -8

O=C(c1ccc(S(=O)(=O)c2ccccc2Cl)c([N+](=O)[O-])c1)N1CCC2(CC1)OCCO2
  Pf apPOL block: -3	mHTT-CaM PPI inh: 23

CCOC(=O)N1CCN(C(=O)C(Cl)(Cl)Cl)CC1
  Pf apPOL block: -2	mHTT-CaM PPI inh: -8

Cc1cc(C)n(CC(=O)N(C)CC2(C)CCOCC2)n1
  Pf apPOL block: 0	mHTT-CaM PPI inh: 1

CCc1nc2sc(C(c3ccc([N+](=O)[O-])cc3)N3CCc4ccccc4C3)c(O)n2n1 (stereo not given)
  Pf apPOL block: 2	mHTT-CaM PPI inh: 10

N#CCn1cc(/C=C2\C(=O)NC(=O)N(c3ccc(F)cc3)C2=O)c2ccccc21
  Pf apPOL block: -2	mHTT-CaM PPI inh: 20

CC(=O)Nc1cccc(N2CC(C(=O)Nc3ccc(Br)cc3F)CC2=O)c1 (stereo not given)
  Pf apPOL block: -6	mHTT-CaM PPI inh: 0

CC(C)(C)c1ccc(C2=NC(C)(C)N(CC(=O)Nc3ccc(F)cc3)C2=O)cc1
  Pf apPOL block: -8	mHTT-CaM PPI inh: 1

O=C(Cn1[nH]c2c(cnc3ccc(F)cc32)c1=O)Nc1ccc(Cl)cc1
  Pf apPOL block: 1	mHTT-CaM PPI inh: 41

CCOC(=O)c1c(NS(=O)(=O)c2ccc(C)cc2)sc2c1CCCC2
  Pf apPOL block: 4	mHTT-CaM PPI inh: ·

O=C(Cc1cccc2ccccc12)NCCOc1ccc2c(c1)OCO2
  Pf apPOL block: -6	mHTT-CaM PPI inh: 0

O=C(CSc1ccc2nnc(-c3ccncc3)n2n1)Nc1ccccc1C(F)(F)F
  Pf apPOL block: 1	mHTT-CaM PPI inh: 4

Cn1cc(C2=CCN(S(=O)(=O)c3ccc(F)c(F)c3)CC2)c2cccnc21
  Pf apPOL block: -9	mHTT-CaM PPI inh: -5

CCCN=C(C1=C(O)C(=O)N(c2ccccc2)C1=O)c1ccccc1
  Pf apPOL block: 3	mHTT-CaM PPI inh: ·

Cc1ccc(CC(=O)N2CCn3cnnc3C2)cc1
  Pf apPOL block: 0	mHTT-CaM PPI inh: -6

CCOC(=O)CC(C)=NNc1ccc([N+](=O)[O-])cc1
  Pf apPOL block: -5&-3	mHTT-CaM PPI inh: ·

CC(C)c1ccc(NC(=O)C(NC(=O)c2cnccn2)c2ccccc2)cc1 (stereo not given)
  Pf apPOL block: -4	mHTT-CaM PPI inh: 15

CC1=Nc2c(ccc3cccnc23)C1(C)C
  Pf apPOL block: -8	mHTT-CaM PPI inh: 67*!

O=C(NNC(=O)c1ccc2nonc2c1)c1cccc(C(F)(F)F)c1
  Pf apPOL block: 3	mHTT-CaM PPI inh: ·

COc1cc(C(=O)N2CCN(Cc3ccc(OC)c(OC)c3OC)CC2)cc(OC)c1OC
  Pf apPOL block: -5	mHTT-CaM PPI inh: -3

O=C1CSC(=NC(=O)NC2CCCCC2)N1
  Pf apPOL block: 2	mHTT-CaM PPI inh: -6

O=C(Nc1cccc(-c2nc3cc(Cl)cc(Cl)c3o2)c1)c1cccnc1
  Pf apPOL block: -3	mHTT-CaM PPI inh: -1

Cn1c(C(=O)N2CCCCC2)cc2c1CCN(Cc1cccc(F)c1)C2
  Pf apPOL block: -6	mHTT-CaM PPI inh: 33

COc1ccc(C2CC(c3cc(OC)ccc3OC)n3nnnc3N2)cc1 (stereo not given)
  Pf apPOL block: -5	mHTT-CaM PPI inh: 14

CC(=O)NCC1=C(NC(C)=O)C2CC1C(C)(C)C2C (stereo not given)
  Pf apPOL block: 1	mHTT-CaM PPI inh: -4&3

Clc1nsnc1N1CCOCC1
  Pf apPOL block: ·	mHTT-CaM PPI inh: -2

O=C(NC1CCCCC1)c1cc2n(n1)C(C(F)(F)F)CC(c1ccc(Cl)cc1)N2 (stereo not given)
  Pf apPOL block: -3	mHTT-CaM PPI inh: 5

Cc1ccccc1-n1nc2c(c1NC(=O)c1cc([N+](=O)[O-])ccc1Cl)CSC2
  Pf apPOL block: -28	mHTT-CaM PPI inh: 35

COc1ccccc1NC(=O)C1=C(C)Nc2ncnn2C1c1cccc([N+](=O)[O-])c1 (stereo not given)
  Pf apPOL block: 0	mHTT-CaM PPI inh: 8

Cn1c(C(=O)NCc2ccco2)cc2c1CCN(Cc1ccc(F)cc1)C2
  Pf apPOL block: -4	mHTT-CaM PPI inh: 40

COc1ccc2nc(N3CCCC(C(=O)NCCc4ccc(OC)c(OC)c4)C3)sc2c1 (stereo not given)
  Pf apPOL block: 0	mHTT-CaM PPI inh: 21

COc1ccc(C2=NN(C(C)=O)C(c3ccc(Br)cc3)C2)cc1 (stereo not given)
  Pf apPOL block: -5	mHTT-CaM PPI inh: 10

COc1cc(Cl)c(C)cc1NC(=O)c1noc2c1CCCC2
  Pf apPOL block: -2	mHTT-CaM PPI inh: -16

# (cont.)
SMILES	Pf apPOL block	mHTT-CaM PPI inh
CC(=Cc1cccs1)C(=O)c1c(C)c(C)c(C)c(C)c1C	-1	·
COCCCNC(=O)c1cc2c(=O)n3ccccc3nc2n(C2CCCC2)c1=N	-6	-4
Cc1cc(C)c(-c2noc(C)n2)c(NC(=O)c2ccc(F)c(F)c2)n1	-1	-3
Cc1cc2c(C)[nH]c(=O)nc2o1	-4	1
COc1ccc(C2OCC3(CO2)SC2=NCN(C)CN2C3=O)cc1 (stereo not given)	2	-1
CC1(C)CC(=O)C2=C(C1)N(c1ccc([N+](=O)[O-])cc1)C(N)=C(C#N)C2c1ccsc1 (stereo not given)	-7	9
COc1cc(C=Cc2ccncc2)ccc1OC(=O)c1c(OC)cccc1OC	-8	34
Cn1cc(C(=O)N2CCN(C(c3ccccc3)c3ccccc3)CC2)nn1	-4	-3
c1cc(-c2nc(C3CCCCC3)no2)ccn1	-8	-4
O=C(Nc1c2c(nn1-c1cccc(Cl)c1)CSC2)c1cccc([N+](=O)[O-])c1	-2	5
O=C(Nc1c2c(nn1-c1ccc(Cl)cc1)CSC2)c1ccc2c(c1)OCO2	-3	27
CN(C)c1cccc(C(=O)Nc2ccc3c(c2)CCC(=O)N3)c1	3	6

# (continued)
SMILES	Pf apPOL block	mHTT-CaM PPI inh
CCOc1ccc(NC(=O)c2cc(S(=O)(=O)N3CCc4ccccc43)ccc2F)cc1	-2	-1
COc1ccc(CN(c2ccccc2)S(=O)(=O)N(C)C)cc1[N+](=O)[O-]	-3	-4
Cc1cccc(NC(=O)C2CCN(C(=O)Cc3ccccc3)CC2)c1C	2	-2
COc1ccccc1C1=N/C(=C\c2cccc(Br)c2)C(=O)O1	-5	-1
CC(=O)Nc1ccc(C(=O)Nc2ccc([N+](=O)[O-])cc2)cc1	-7	-2
CCN(CC)CCCNC(=O)c1cc2nc(-c3ccc([N+](=O)[O-])cc3)cc(C(F)(F)F)n2n1	3	7
CCc1nnc(NC(=O)CSc2nnc(NC(=O)Nc3ccccc3)s2)s1	2	-12
CC(C)(C)SCCNS(=O)(=O)c1ccc2c(c1)OCCO2	·	-8
Cc1ccc(C)c(NC(=O)N2CCC(c3nc4ccncc4n3C)C2)c1 (stereo not given)	-4	5
O=C(NCC1CCN(c2cc(-c3ccccn3)[nH]n2)CC1)C1CCCCC1	0	18
COc1ccc(C)cc1NC(=O)c1cc(S(=O)(=O)NC2CCCCC2C)ccc1F (stereo not given)	-4	22
Cc1ccc(NC(=O)N(CCN(C)C)C(C)c2ccncc2)cc1C (stereo not given)	-21	0

# Additional records follow:
SMILES	Pf apPOL block	mHTT-CaM PPI inh
COc1cc(OC)cc(C(=O)Nc2nc(-c3cc(Cl)sc3Cl)cs2)c1	2	-3
O=C(Nc1ccc(Cl)cc1Cl)c1cc(S(=O)(=O)NCc2ccc(F)cc2)ccc1F	-2	2
CCC(C)NC(=O)Nc1nnc2ccccn12 (stereo not given)	2	6
Nc1nonc1-c1noc(-c2ccc(Br)cc2)n1	-2	-7&-4
COc1ccccc1CNC(=O)C1CCCN(c2nnc3cccc(C)n23)C1 (stereo not given)	0	16
CC(=O)C(C)=O	8	·
COc1ccc(OC(C)C(=O)Nc2ccc3c(c2)OCO3)cc1 (stereo not given)	6	6
Oc1ccc(Br)cc1C=Nc1cccc2nsnc12	3	28
CC(C)(C)n1nc2c(c1NC(=O)c1ccc(F)cc1)CS(=O)C2 (stereo not given)	0	2
Cc1ccc(NC(=O)C(C)n2nc([N+](=O)[O-])c(Br)c2C)cc1C (stereo not given)	-3	1
CC(C)(C)OC(=O)COc1ccc2c(c1)OC(=CC1=Cc3ccccc3OC1)C2=O	-3	8
CN1CC(c2noc(C3CC3)n2)C2(CCN(C(=O)c3ccncc3)CC2)C1 (stereo not given)	-12	2

# Following part:
SMILES	Pf apPOL block	mHTT-CaM PPI inh
Cc1ccc(-c2cc(Cc3cccn3-c3ccc(Cl)cc3)c(=O)[nH]n2)cc1	-4	·
CC1(C(=O)NCC2CCCO2)CCC(=O)N1Cc1cccs1 (stereo not given)	0	3
O=C(CSc1nc2c(c(=O)n1-c1ccc(Br)cc1)SCC2)NCc1ccco1	-6	6
CCC(Br)C(=O)Nc1ccc2c(c1)OCO2 (stereo not given)	-6	14
O=C1NC(=O)N(c2ccc(Cl)cc2)C(=O)/C1=C/c1ccc(O)c(Br)c1	2	10
C1=C(c2ccccc2)Nc2nnnn2C1c1ccccc1 (stereo not given)	-1	1
O=C(O)/C=C/c1c[nH]c(=O)[nH]c1=O	5	1
O=C(NCCc1ccccc1)N1CCc2c(nc[nH]c2=O)C1	-1	-1
CC(=O)NCC(=O)N(Cc1ccco1)C1(C(=O)NC2CCCCC2)CCCCC1	-19	8
Cc1ccccc1CNC(=O)CN(c1cccc(C)c1C)S(C)(=O)=O	-2	1
CNC(=O)NC1CCN(C(=O)c2cccc(F)c2)C1 (stereo not given)	1	-1
COc1ccccc1OCC(O)Cn1cnc2ccccc21 (stereo not given)	-3	1

# (list continues)
SMILES	Pf apPOL block	mHTT-CaM PPI inh
O=C(Nc1ccc(F)cc1)C1CC(=O)N(CCc2c[nH]c3ccc(Cl)cc23)C1 (stereo not given)	-11	55*
CCC(C(=O)Nc1ccc(OC)c(Cl)c1)c1ccccc1 (stereo not given)	-1	-18
O=C1CS(=O)(=O)N(Cc2c(F)cccc2Cl)c2ccccc21	-4&-3	·
O=C(Cc1c(C(=O)O)[nH]c2ccccc12)NCc1ccc(F)cc1Cl	-2	21
Cc1cc(Br)ccc1NS(=O)(=O)c1ccc2c(c1)CCN2C(=O)C1CC1	-6	4

# A draw from above in order of heavy-atom count, low to high:
SMILES	Pf apPOL block	mHTT-CaM PPI inh
CC(=O)C(C)=O	8	·
Clc1nsnc1N1CCOCC1	·	-2
O=C(O)/C=C/c1c[nH]c(=O)[nH]c1=O	5	1
O=C1CSC(=NC(=O)NC2CCCCC2)N1	2	-6
CCC(C)NC(=O)Nc1nnc2ccccn12 (stereo not given)	2	6
Nc1nonc1-c1noc(-c2ccc(Br)cc2)n1	-2	-7&-4
Oc1ccc(Br)cc1C=Nc1cccc2nsnc12	3	28
COc1ccc(Nc2nc(Cl)nc(NC(C)C)n2)cc1	-3	6
CC(C)(C)SCCNS(=O)(=O)c1ccc2c(c1)OCCO2	·	-8
COc1ccccc1OCC(O)Cn1cnc2ccccc21 (stereo not given)	-3	1
Cc1ccc(NC(=O)C(C)n2nc([N+](=O)[O-])c(Br)c2C)cc1C (stereo not given)	-3	1
COc1ccc(C2OCC3(CO2)SC2=NCN(C)CN2C3=O)cc1 (stereo not given)	2	-1
COc1ccc(CN(c2ccccc2)S(=O)(=O)N(C)C)cc1[N+](=O)[O-]	-3	-4
Cc1cc(Br)ccc1NS(=O)(=O)c1ccc2c(c1)CCN2C(=O)C1CC1	-6	4
COc1ccc(C2CC(c3cc(OC)ccc3OC)n3nnnc3N2)cc1 (stereo not given)	-5	14
CC(C)c1ccc(NC(=O)C(NC(=O)c2cnccn2)c2ccccc2)cc1 (stereo not given)	-4	15
CC(=O)NCC(=O)N(Cc1ccco1)C1(C(=O)NC2CCCCC2)CCCCC1	-19	8
COc1ccccc1NC(=O)C1=C(C)Nc2ncnn2C1c1cccc([N+](=O)[O-])c1 (stereo not given)	0	8
COc1ccc(-n2nc3c(c2NC(=O)c2ccc(Cl)c([N+](=O)[O-])c2)CS(=O)(=O)C3)cc1	-4	42
COc1cc(C(=O)N2CCN(Cc3ccc(OC)c(OC)c3OC)CC2)cc(OC)c1OC	-5	-3

# Assay outcomes as filed in PubChem BioAssay.

# Some of the compounds tested; count on the stated rates, not on these rows.
